CYP2C19 act – activators of human cytochrome P450 2C19 | AID 1025 | 96,000 tested, under 10 active | recombinant CYP2C19, luciferin-H EGE luminescence; stronger effect = higher value; 0 = fully inhibited enzyme, 1 = untreated enzyme | activation factor at 5 µM;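 active means activation factor of at least 2 at 5 µM in the primary screen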;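 further: 0 = wells with 2.5 mM tranylcypromine and 1 = vehicle-only wells; values of inactives mirror those of a sister screen read the other way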
CYP2C9 inh – blocks human cytochrome P450 2C9; inhibition, % at 5 µM; CYP2C9 Supersomes, luciferin-H conversion, luminescence; hit rate 20% among 96,000;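 active means blocking of liver enzyme CYP2C9 beyond about 50% at 5 µM, limit read from the data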; further: values of inactives mirror those of a sister screen read the other way
Target sequence (P11712 whole entry, looked up): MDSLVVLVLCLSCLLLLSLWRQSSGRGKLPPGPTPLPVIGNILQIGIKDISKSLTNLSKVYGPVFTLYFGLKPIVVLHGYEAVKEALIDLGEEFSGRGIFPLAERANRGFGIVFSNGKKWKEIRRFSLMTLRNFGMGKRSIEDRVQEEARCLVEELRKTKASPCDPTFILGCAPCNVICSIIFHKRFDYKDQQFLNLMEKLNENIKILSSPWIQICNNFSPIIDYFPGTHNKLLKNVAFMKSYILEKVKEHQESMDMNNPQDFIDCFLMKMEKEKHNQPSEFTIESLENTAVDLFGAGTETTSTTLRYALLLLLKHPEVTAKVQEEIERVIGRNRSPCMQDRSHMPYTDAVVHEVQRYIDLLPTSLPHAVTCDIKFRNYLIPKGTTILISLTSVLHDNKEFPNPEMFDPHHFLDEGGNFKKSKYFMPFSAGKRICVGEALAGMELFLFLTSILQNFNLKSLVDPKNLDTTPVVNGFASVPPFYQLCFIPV
CYP2C9 act – activators of human CYP2C9; P11712; recombinant CYP2C9, luciferin-H conversion, luminescence; stronger effect = higher value; factor 1 = untreated enzyme, 0 = blocked; activation factor at 5 µM; hit rate 1.4% among 96,000;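 active means activation factor of 2 or more for CYP2C9 at a 5 µM dose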;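 further: 0 = sulfaphenazole-blocked wells and 1 = vehicle-only wells; values of inactives mirror those of a sister screen read the other way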
PTK2B oligo ant – Pyk2 (human) oligomerization antagonism | Q293 cells, Pyk2 FERM NanoBiT luminescence; stronger effect = lower value | hit rate 0.83% among 99,000 | z-score (the deposit names both 25 µM and 10 µM);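 active means Z-score of -3 or lower, scaled per plate to the spread of control and sample wells; inactive means z-score above -3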;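 further: negative z-score means lost luminescence so less FERM oligomerization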
MT1-MMP txn act – MT1-MMP promoter transcription activation; activation factor at 10 µM; HT1080 MT1-MMP promoter luciferase reporter, luminescence, overnight; stronger effect = higher value; hit rate 0.16% among 86,000;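 active means activation factor of at least 2 for MT1-MMP transcription at 10 µM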
Mac1 fbg enh – CD11b/CD18-fibrinogen binding enhancement; activation, % at 10 µM; K562 CD11b/CD18 adhesion to fibrinogen, ATPlite luminescence; hit rate 0.07% among 93,000;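 active means 10 µM primary screen giving 50% or more activity, confirmed by 40% or more on retest at that dose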; further: strong numbers were not always called active; reference of the scale not given here
CD11b adhes inh – CD11b/CD18-fibrinogen binding inhibition | P05107+P11215 | K562 CD11b/CD18 adhesion to fibrinogen, ATPlite luminescence; Mn2+ added to activate the integrin | inhibition, % at 10 µM | hit rate 0.54% among 93,000 | AID 1497;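 active means primary inhibition of 50% or more at 10 µM, then 40% or more on retest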; further: some results filed as inactive read as strong as hits
PLAP activator – activators of human placental alkaline phosphatase. purified PLAP enzyme, luminescent substrate read-out; stronger effect = higher value. P05187. hit rate 1.2% among 96,000. activation fold at 20 µM; in the data active means activation fold above about 2
Target sequence (P05187 whole entry, looked up): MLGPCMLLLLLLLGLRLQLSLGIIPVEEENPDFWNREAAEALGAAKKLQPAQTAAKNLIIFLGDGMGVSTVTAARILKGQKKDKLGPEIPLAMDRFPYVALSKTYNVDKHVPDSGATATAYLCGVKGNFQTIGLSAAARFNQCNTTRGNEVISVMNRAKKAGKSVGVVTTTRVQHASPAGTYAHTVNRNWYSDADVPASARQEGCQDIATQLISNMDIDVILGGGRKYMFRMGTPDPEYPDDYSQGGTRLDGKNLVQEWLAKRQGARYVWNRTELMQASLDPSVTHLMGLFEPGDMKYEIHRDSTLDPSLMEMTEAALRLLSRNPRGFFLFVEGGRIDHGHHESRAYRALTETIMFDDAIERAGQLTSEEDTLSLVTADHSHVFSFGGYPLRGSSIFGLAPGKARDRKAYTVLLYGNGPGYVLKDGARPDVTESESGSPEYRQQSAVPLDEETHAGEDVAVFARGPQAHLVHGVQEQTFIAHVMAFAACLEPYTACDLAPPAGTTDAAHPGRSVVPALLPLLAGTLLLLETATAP
CYP2C19 inh – blocks human cytochrome P450 2C19. CYP2C19 Supersomes, luciferin-H EGE luminescence, 30 min. inhibition, % at 5 µM. hit rate 21% among 96,000;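 active means CYP2C19 inhibition above a set limit at 5 µM in the primary screen, cut at about 50% in these data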;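 further: plate controls were negative control wells for no effect and 2.5 mM tranylcypromine positive control for full effect; values of inactives mirror those of a sister screen read the other way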
* marks the source's active call; other numbers are inactive results; . = no result given.

No.	Structure	CYP2C9 inh	PLAP activator	MT1-MMP txn act	CD11b adhes inh	PTK2B oligo ant	CYP2C19 inh	CYP2C19 act	CYP2C9 act	Mac1 fbg enh
1	O=C(Nc1cc2c(oc1=O)CCCC2=O)c1ccccc1	4.9	1	.	-6.3	0.19	13.4	0.9	1	-5.1
2	C1CSC2(N1)C1CC3CC(C1)CC2C3 (centres undefined)	-3.7	1	1.1	-8.2	0.81	5.7	0.9	1	0.7
3	Cc1cc(C)cc(NC(=O)CSc2nnc(-c3ccccc3Br)o2)c1	36.7	0.9	1	-3.9	-1.07	38.6	0.6	0.6	-3.7
4	O=C(CCn1nnc2ccccc2c1=O)NCC1CCC(C(=O)O)CC1 (centres undefined)	-0.5	0.9	1.2	-0.7	-0.31	0.2	1	1	-0.1
5	O=C(NC1CCCCC1)C1CCN(C(=O)NCc2ccccc2)CC1	4.6	1	1.1	4.1	-0.75	-6.6	1.1	1	0.3
6	O=C(N/C(=C/c1ccc(Cl)cc1)c1nc2ccccc2[nH]1)c1ccco1	-5.0	1.1	.	-5.2	-0.33	5.8	0.9	1.1	-1.7
7	O=C(Nc1cccc2nsnc12)c1ccc2c(c1)OCCO2	-11.6	1	1.5	-13.3	-0.88	0.9	1	1.1	-2.1
8	O=C(Nc1ccccc1)N1CC=C(c2ccc(F)cc2)CC1	29.8	0.8	1.3	-1.9	0.65	56.5*	0.4	0.7	-1.6
9	CC1CN(Cc2nc3c(c(=O)[nH]c(=O)n3C)n2CCN2CCOCC2)CC(C)O1 (centres undefined)	5.6	0.9	1.2	.	1.35	-7.2	1.1	0.9	.
10	CC(=O)Nc1ccc(NC(=O)c2ccco2)cc1	-8.2	0.9	1.5	-16.3	0.3	-0.2	1	1.1	-2.7
11	CCn1c2ccccc2c2nnc(SCC(=O)Nc3cc(C)on3)nc21	6.9	1	1.1	24.7	-0.24	12.3	0.9	0.9	-1.9
12	CC(C)CNC(=O)c1cccc(NC(=O)C2CCCO2)c1 (centres undefined)	14.1	1	1	2.7	-0.29	2.2	1	0.9	-4.3
13	COc1ccc(C(=O)/C=C\c2ccc(NC(=O)c3cccs3)cc2)cc1	4.7	0.9	.	-8.3	-1.72	19.4	0.8	1	2.1
14	COc1cc(C(c2nnnn2C(C)(C)C)N2CCN(C)CC2)cc(OC)c1OC (centres undefined)	-12.8	1.5	1.1	-19.1	1.59	1.6	1	1.1	-5.5
15	CC12CN3CC(C)(CN(C1)C3c1ccc(Cl)cc1Cl)C2O (centres undefined)	7.1	1	1.1	-2.3	0.26	14.0	0.9	0.9	0.2
16	COC(=O)c1ccc(NC(=O)c2ccc(CN3CCOCC3)cc2)cc1	-3.1	0.8	1	54.2	1.3	-11.3	1.1	1	-4.8
17	c1ccc(CN2CCN(c3nc(NCc4ccco4)c4ccccc4n3)CC2)cc1	66.1*	2*	.	25.8	-0.65	51.4*	0.5	0.3	-1.9
18	Cc1ccc2nc3c(cc2c1)CN(Cc1ccco1)C(=NCC1CCCO1)S3 (centres undefined)	79.0*	1.2	1.1	-25.6	-0.91	52.0*	0.5	0.2	-1.3
19	O=C(Cn1c(=O)oc2ccccc21)N1CCN(c2ccccc2)CC1	-2.1	1.1	1	6.1	0.24	23.5	0.8	1	0.6
20	Cc1ccc(C)c2[nH]c(=O)c(CN(CCCN(C)C)C(=O)NCc3ccccc3)cc12	16.0	1.7	1.1	4.5	-0.57	10.4	0.9	0.8	1.5
21	COc1ccccc1NC(=O)CN(c1ccccc1F)S(C)(=O)=O	15.4	0.8	1.1	0.9	-0.07	28.9	0.7	0.8	1.0
22	CCOC(=O)CC(=O)CSc1nc2c(C)c(C)ccc2cc1C	54.3*	0.8	.	14.4	-0.1	61.0*	0.4	0.5	4.8
23	O=C(Nc1ccc2c3c(cccc13)CC2)c1ccc(Br)o1	-35.6	0.7	1.2	-41.3	-0.85	-3.1	1	1.4	-3.5
24	Cc1cc(/C(=N/O)C(C)(C)NO)ccc1Cl	6.1	1.1	0.9	-8.2	0.34	35.1	0.6	0.9	1.3
25	O=C(NCc1ccc(F)cc1)C1CCCN(C(=O)Nc2ccccc2)C1 (centres undefined)	31.3	0.9	1.1	5.7	-0.26	47.3	0.5	0.7	-0.5
26	CCOC(=O)c1cnn2c(N)c(C#N)nnc12	-18.6	1.2	1.1	2.4	0.53	-19.6	1.2	1.2	-3.7
27	Cc1oc(C)c(C(N)=O)c1C(N)=O	11.2	0.9	1	-11.2	-0.28	8.2	0.9	0.9	-0.1
28	O=C(CP(=O)(CO)CO)c1ccc(Cl)cc1	-18.7	1.3	1.1	3.1	0.87	-21.7	1.2	1.2	0.8
29	CCOC(=O)C1=C(C)Nc2ncnn2C1/C=C/c1ccccc1 (centres undefined)	62.9*	1	1	7.0	-0.53	57.0*	0.4	0.4	-1.2
30	CN(C)CCNC(=O)c1ccc(Cl)s1	-13.3	1.1	1.2	-11.5	0.19	-5.9	1.1	1.1	-1.0

Entries of single compounds, quoted from the list.
`O=C(Nc1ccc2c3c(cccc13)CC2)c1ccc(Br)o1` is entered as CYP2C9 inh = -35.6; PLAP activator = 0.7; MT1-MMP txn act = 1.2; CD11b adhes inh = -41.3; PTK2B oligo ant = -0.85; CYP2C19 inh = -3.1; CYP2C19 act = 1; CYP2C9 act = 1.4; Mac1 fbg enh = -3.5
`CN(C)CCNC(=O)c1ccc(Cl)s1` is entered as CYP2C9 inh = -13.3; PLAP activator = 1.1; MT1-MMP txn act = 1.2; CD11b adhes inh = -11.5; PTK2B oligo ant = 0.19; CYP2C19 inh = -5.9; CYP2C19 act = 1.1; CYP2C9 act = 1.1; Mac1 fbg enh = -1.0

Next part:
No.	Structure	CYP2C9 inh	PLAP activator	MT1-MMP txn act	CD11b adhes inh	PTK2B oligo ant	CYP2C19 inh	CYP2C19 act	CYP2C9 act	Mac1 fbg enh
31	CCCCc1nnc(NC(=O)CC(=O)Nc2ccccc2C(=O)O)s1	32.1	1	1	1.9	0.04	6.7	0.9	0.7	-2.9
32	CCOC(=O)Cc1csc(SCC(=O)N2CCN(c3ccc(OC)cc3)CC2)n1	45.4	1.6	1.1	1.0	1.12	15.6	0.8	0.5	-3.6
33	CN(C)c1ccc(C2OC(=O)C(C)(C)C(=O)C2(C)C)cc1 (centres undefined)	1.3	1.2	1.1	-16.2	-0.85	14.5	0.9	1	-1.0
34	O=C(O)CCSc1nnc(-c2ccccc2)n1-c1ccccc1	-14.5	1.6	1.1	13.9	0.27	1.2	1	1.1	2.5
35	COc1cccc(CNc2nc3nc4c(c(=O)n3[nH]2)CCC4)c1	15.1	0.9	.	-15.3	0.2	-17.3	1.2	0.8	-2.3
36	Cn1c(SCC(=O)Nc2ccc3c(c2)OCCO3)nnc1-c1ccco1	62.6*	0.8	1	7.8	-0.45	52.5*	0.5	0.4	3.8
37	CCOc1ccc(-c2nc(CSc3nnc(N)s3)cs2)cc1OC	49.4	1.1	1.4	-0.7	1.29	42.0	0.6	0.5	-0.3
38	O=C(CCSCCC(=O)NCCN1CCOCC1)NCCN1CCOCC1	84.0*	1.4	1.2	-6.5	0.31	-6.6	1.1	0.2	2.9
39	COc1ccc(CN2CCOCC2)cc1Br	5.6	1	1.2	-6.8	0.18	27.3	0.7	0.9	-2.2
40	CCOC(=O)Cn1nc(-c2ccc(Cl)cc2)ccc1=O	15.8	1.1	1	2.8	2.81	21.9	0.8	0.8	0.8
41	COc1ccc(Cl)c(S(=O)(=O)N2CCCC2)c1	-183.2	1.1	1.1	1.5	0.57	79.8*	0.2	2.8*	-1.7
42	COC(=O)c1ccc(N2CCN(C)CC2)c(NC(=O)COc2ccc(OC)cc2)c1	28.0	1.6	1	7.6	0.14	14.0	0.9	0.7	-2.5
43	CNC(=O)CN1C(=O)CSc2nc(C)cc(C)c21	-15.2	1	1	-7.4	.	-8.0	1.1	1.2	-0.8
44	O=C(Nc1ccccc1SCC1CSc2nc3ccccc3c(=O)n21)c1ccccc1 (centres undefined)	1.6	1	.	4.8	-0.37	13.4	0.9	1	-0.8
45	CC1=CC=CN2CC(O)CN=C12 (centres undefined)	-1.0	1.1	1.1	.	0.24	-3.2	1	1	.
46	Cc1cccc(C(=O)NC2CC(C)(C)NC(C)(C)C2)c1	44.5	0.9	1.1	-5.3	0.48	16.4	0.8	0.6	-2.5
47	O=C(Cc1ccccc1)NC(=S)Nc1cc(C(F)(F)F)ccc1Cl	19.4	0.9	.	.	-0.21	11.9	0.9	0.8	.
48	Cc1nc([N+](=O)[O-])c(N2CCN(C)CC2)n1Cc1ccccc1	1.9	1.1	1.1	.	-0.72	4.2	1	1	.
49	Cc1oc(-c2ccc(Cl)cc2)[n+]([O-])c1C	15.0	1	1.2	4.9	0.57	3.4	1	0.8	1.4
50	O=C(Nc1ccon1)c1cc2ccccc2oc1=O	3.6	1.1	1.2	33.3	-0.37	-11.3	1.1	1	0.3
51	FC(F)(F)c1cccc(Sc2cc(C(F)(F)F)nc(-c3ccccn3)n2)c1	46.9	1	.	.	-0.8	42.0	0.6	0.5	.
52	CCCCNC(=O)CSc1nc2ccc(N3CCOCC3)cc2c(=O)n1CCc1ccccc1	.	.	1.2	2.9	-1.15	.	.	.	0.7
53	COc1cc(C(=O)Nc2cccc(-c3nc4cc(C)cc(C)c4o3)c2)cc(OC)c1OC	43.6	0.9	1.1	-15.0	-0.88	19.3	0.8	0.6	-2.1
54	CCOC(=O)c1cn(CC(=O)Nc2ccc(CC)cc2)nn1	28.0	1	1.1	.	-0.41	21.8	0.8	0.7	.
55	Cc1nnc(Nc2ccc(C(=O)N3CCOCC3)cc2)c2ccccc12	41.2	1	1.1	1.3	-0.23	11.7	0.9	0.6	-0.7
56	Cc1cc(=O)[nH]c(SCC(=O)Nc2ccc(Br)cn2)n1	13.1	1.1	1.2	-2.7	0.75	27.7	0.7	0.9	-4.8
57	COc1ccc(-n2c(C)nn(C)c2=O)c(OC)c1	6.1	0.9	.	.	-0.39	37.1	0.6	0.9	.
58	C=C(C)CSc1nc2c(c(=O)[nH]c(=O)n2C)n1CCC(C)C	70.5*	1.1	1	4.7	.	27.4	0.7	0.3	8.2
59	O=C(Cc1ccccc1)Nc1ccc2oc(-c3cccnc3)nc2c1	44.9	1.4	1.2	-22.9	0.76	27.3	0.7	0.6	2.1
60	COC(=O)c1c(NC(=O)CSc2nnc(Cn3nnc4ccccc43)n2C)sc(C)c1C	30.9	1.6	1.2	-10.6	1.82	14.6	0.9	0.7	0.3
61	COc1ccc2[nH]c(=O)c(CN(C(=O)c3cccnc3)c3ccccc3OC)cc2c1	18.1	0.9	1.1	.	-1.5	-4.6	1	0.8	.
62	Fc1ccc(F)c(CN2CCN(c3ncccn3)CC2)c1	39.9	0.8	1	-14.0	-0.07	33.8	0.7	0.6	2.7

Of the compounds above, 6 have fluorine:
No.	Structure	CYP2C9 inh	PLAP activator	MT1-MMP txn act	CD11b adhes inh	PTK2B oligo ant	CYP2C19 inh	CYP2C19 act	CYP2C9 act	Mac1 fbg enh
8	O=C(Nc1ccccc1)N1CC=C(c2ccc(F)cc2)CC1	29.8	0.8	1.3	-1.9	0.65	56.5*	0.4	0.7	-1.6
21	COc1ccccc1NC(=O)CN(c1ccccc1F)S(C)(=O)=O	15.4	0.8	1.1	0.9	-0.07	28.9	0.7	0.8	1.0
25	O=C(NCc1ccc(F)cc1)C1CCCN(C(=O)Nc2ccccc2)C1 (centres undefined)	31.3	0.9	1.1	5.7	-0.26	47.3	0.5	0.7	-0.5
47	O=C(Cc1ccccc1)NC(=S)Nc1cc(C(F)(F)F)ccc1Cl	19.4	0.9	.	.	-0.21	11.9	0.9	0.8	.
51	FC(F)(F)c1cccc(Sc2cc(C(F)(F)F)nc(-c3ccccn3)n2)c1	46.9	1	.	.	-0.8	42.0	0.6	0.5	.
62	Fc1ccc(F)c(CN2CCN(c3ncccn3)CC2)c1	39.9	0.8	1	-14.0	-0.07	33.8	0.7	0.6	2.7

Screening data (PubChem BioAssay)

An unsorted share of the library, and some 31% of all compounds hit somewhere here.
